Mtb BioA inh = blocks M. tuberculosis BioA enzyme activity | purified M. tuberculosis BioA enzyme, plate reader | inhibition, % at 9.99 µM | 0.096% of 360,000 active; in the data active means inhibition above about 40%; inconclusive means no clear call, values can overlap the other calls
MazF activator = MazEF (E. coli) toxin RNase activation; 0.32% of 350,000 active; P0AE70; activation, % at 20 µM; FAM/BHQ RNA-DNA oligo cleavage fluorescence, 5 h; in the data active means activation above about 50%
Target sequence (P0AE70 whole entry, looked up): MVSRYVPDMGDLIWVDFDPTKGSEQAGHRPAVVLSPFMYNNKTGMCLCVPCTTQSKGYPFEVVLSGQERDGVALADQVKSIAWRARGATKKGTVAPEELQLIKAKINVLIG
PrPC TRFRET = cell surface PrPC inhibition, primary TR-FRET screen | P04156 | TR-FRET read-out | inhibition, % at 13.8 µM | 0.43% of 370,000 active | AID 720596; in the data active means inhibition above about 24%; further: 0% = median of the test wells and 100% = reference compound wells
Mtb UGM inh = Mtb UDP-galactopyranose mutase inhibition; P9WIQ1; 0.06% of 320,000 active; purified UGM, fluorescence polarization probe displacement; inhibition, % at 10 µM; in the data active means inhibition above about 10%, passing the limit was not always enough; inconclusive means no clear call, values can overlap the other calls
FadD28 FP inh = M. tuberculosis FadD28 bisubstrate binding inhibition; AID 588549; FadD28 bisubstrate probe binding, fluorescence polarization; 0.22% of 360,000 active; inhibition, % at 12.5 µM; in the data active means inhibition above about 8.5%, passing the limit was not always enough; inconclusive means no clear call, values can overlap the other calls
GDH-TPI inh = inhibits GDH-TPI coupling enzymes, artifact for Mtb FBA screen | GDH-TPI coupled enzyme counterscreen, NADH absorbance | inhibition, % at 4.8 µM | 1.2% of 360,000 active | AID 588335; in the data active means inhibition above about 30%;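 further: 0% = DMSO wells and 100% = wells lacking the enzyme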
Mtb FBA inh = inhibitors of M. tuberculosis fructose-bisphosphate aldolase; P9WQA3; purified M. tuberculosis FBA, fluorescence read-out; inhibition, % at 1 µM; 2.3% of 360,000 active; AID 588726; in the data active means inhibition above about 27%;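 further: 0% = vehicle and 100% = reference inhibitor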
Target sequence (P9WQA3 whole entry, looked up): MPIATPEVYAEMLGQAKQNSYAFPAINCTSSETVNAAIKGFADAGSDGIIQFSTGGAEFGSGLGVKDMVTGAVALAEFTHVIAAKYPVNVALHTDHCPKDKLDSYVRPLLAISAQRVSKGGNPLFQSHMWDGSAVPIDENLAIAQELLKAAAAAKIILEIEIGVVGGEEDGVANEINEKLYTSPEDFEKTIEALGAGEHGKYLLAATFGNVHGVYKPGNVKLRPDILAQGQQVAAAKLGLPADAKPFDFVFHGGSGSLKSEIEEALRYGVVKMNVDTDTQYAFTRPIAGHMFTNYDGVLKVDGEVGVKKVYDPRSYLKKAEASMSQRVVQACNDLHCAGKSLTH
BoNT F protease = blocks Botulinum neurotoxin F light chain protease | Multiplex microsphere protease cleavage assay, flow cytometry | inhibition, % at 10 µM | 0.22% of 360,000 active | AID 588497; in the data active means inhibition above about 35%, passing the limit was not always enough; inconclusive means no clear call, values can overlap the other calls; further: plate controls were buffer without enzyme for full effect and enzyme alone for no effect
Rv3671c inh = inhibitors of M. tuberculosis serine protease Rv3671c; 0.048% of 320,000 active; inhibition, % at 5.96 µM; P9WHR9; in the data active means inhibition above about 38%;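 further: extracellular domain of Rv3671c used as enzyme; 0% = enzyme with DMSO and 100% = no enzyme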
Target sequence (P9WHR9 whole entry, looked up, the tested form may be a part): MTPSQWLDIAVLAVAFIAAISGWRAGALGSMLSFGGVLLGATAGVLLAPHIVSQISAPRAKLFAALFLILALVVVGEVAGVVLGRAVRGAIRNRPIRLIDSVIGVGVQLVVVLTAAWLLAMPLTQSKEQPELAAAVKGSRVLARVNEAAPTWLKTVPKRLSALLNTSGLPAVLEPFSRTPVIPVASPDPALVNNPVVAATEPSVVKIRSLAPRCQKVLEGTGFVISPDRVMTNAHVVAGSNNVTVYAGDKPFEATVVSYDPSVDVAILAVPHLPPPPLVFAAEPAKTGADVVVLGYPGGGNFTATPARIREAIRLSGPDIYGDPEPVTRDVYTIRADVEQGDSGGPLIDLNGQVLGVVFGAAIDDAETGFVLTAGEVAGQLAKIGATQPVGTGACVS
An asterisk follows results filed as active; ? = inconclusive; . = not tested or not shown.

mol | Rv3671c inh | FadD28 FP inh | Mtb BioA inh | Mtb FBA inh | MazF activator | Mtb UGM inh | PrPC TRFRET | GDH-TPI inh | BoNT F protease
COc1ccc(C2CC(c3ccccc3F)=NN2c2ccc(S(N)(=O)=O)cc2)cc1 (stereo not given) | . | -3.2 | -0.4 | 156.0* | -0.9 | . | -2.4 | -9.4 | -4.8
COc1cc(-c2nc(-c3ccncc3)no2)cc(OC)c1OC | 1.7 | 0.4 | -3.0 | -0.1 | 10.7 | 2.5 | 7.5 | 2.8 | -2.3
Nc1ccc(C(=O)Nc2ccccc2C(=O)O)cc1 | -2.1 | 0.4 | . | 5.3 | 0.2 | -0.2 | -1.3 | 17.7 | 4.7
O=C(COc1coc(CN2CCN(c3ccccc3)CC2)cc1=O)Nc1cccc(F)c1 | -4.7 | -1.0 | 0.1 | -2.4 | -1.1 | -0.8 | 2.4 | 10.1 | -3.1
CCOC(=O)C1CCN(CCC(=O)Nc2cccc(C)c2)CC1 | 3.7 | -2.5 | . | 5.0 | -4.0 | 0.9 | -1.1 | 0.0 | 0.5
O=C(NCCCN1CCOCC1)c1ccc(CS(=O)(=O)Cc2ccccc2Cl)o1 | -5.3 | -0.2 | 1.1 | 3.4 | -353.4 | 1.1 | -2.6 | -6.9 | -4.6
CC1(C(=O)NS(=O)(=O)c2ccc(C#N)cc2)CCN1C(=O)Cc1ccc(Cl)cc1Cl (stereo not given) | . | -1.0 | -2.4 | 1.4 | . | . | -1.9 | 7.1 | -1.9
O=C(CSc1ncnc2sc(-c3ccccc3)cc12)NC1CCS(=O)(=O)C1 (stereo not given) | -3.0 | -3.8 | . | 2.6 | 4.0 | 0.7 | 0.9 | 22.6 | 0.5
CN1CCN(c2ccncc2S(=O)(=O)N2CCCC2)CC1 | . | -2.0 | -0.4 | -1.7 | 5.4 | . | 1.0 | -6.7 | 6.4
Cc1ccc(S(=O)(=O)NCCC(=O)NNC(=O)c2ccccc2Cl)cc1C | . | -3.1 | -0.3 | -3.2 | -0.5 | . | 3.3 | 4.3 | -9.0
CCC1CC(C(=O)Nc2ccccc2)C(=O)O1 (stereo not given) | 5.5 | -0.5 | 0.1 | 1.2 | 6.1 | -3.1 | 7.8 | 1.1 | 2.9
O=C(c1ccccc1NS(=O)(=O)c1ccccc1[N+](=O)[O-])N1CCCC1 | -15.4 | 0.4 | -1.8 | 0.1 | 0.8 | 1.1 | -3.1 | 4.7 | 9.1
C=CCOc1ccc2c(c1)C(=NO)c1cc(OCC=C)ccc1-2 | -10.0 | -3.1 | -0.8 | -5.8 | -4.2 | -0.3 | -32.2 | -9.5 | -7.6
COc1ccccc1C(=O)N1CCN=C1c1ccccc1 | 7.3 | -0.7 | 1.2 | -0.8 | -4.1 | 0.0 | 10.1 | -8.3 | -0.4
CCOC(=O)CC1C(=O)NCCN1Cc1cccc(C(F)(F)F)c1 (stereo not given) | -3.5 | -1.3 | -0.2 | 0.9 | -4.4 | 1.2 | -11.0 | 2.4 | -1.5
O=C(Cn1cnc2sc3c(c2c1=O)CCCC3)NCC(=O)Nc1ccc(F)cc1F | -9.8 | -5.1 | 0.7 | -0.6 | -0.1 | 5.1 | -6.8 | -2.6 | -6.3
O=Cc1cnc2ccccc2c1-c1ccccc1 | 0.1 | -2.4 | 39.2 | 1.2 | -0.7 | -1.1 | -1.5 | 5.5 | ?
C(=Nc1ccc(Nc2ccccc2)cc1)c1ccc2ccccc2c1 | 0.0 | -4.7 | . | 1.6 | 9.6 | -0.7 | . | -1.5 | -17.2
Nc1nc2ccc(Br)cc2o1 | . | -2.0 | . | 0.7 | 13.1 | . | -2.4 | -5.3 | -5.0
O=C(NNC(=S)Nc1ccc(Br)cc1)c1cccnc1 | 0.3 | 0.7 | 12.4 | -1.2 | 6.9 | 3.9 | -0.7 | 16.9 | 3.3

Profiles from above. Order of values: Rv3671c inh, FadD28 FP inh, Mtb BioA inh, Mtb FBA inh, MazF activator, Mtb UGM inh, PrPC TRFRET, GDH-TPI inh, BoNT F protease
Nc1nc2ccc(Br)cc2o1 is entered as ., -2.0, ., 0.7, 13.1, ., -2.4, -5.3, -5.0
COc1ccc(C2CC(c3ccccc3F)=NN2c2ccc(S(N)(=O)=O)cc2)cc1 (stereo not given) is entered as ., -3.2, -0.4, 156.0*, -0.9, ., -2.4, -9.4, -4.8
O=C(c1ccccc1NS(=O)(=O)c1ccccc1[N+](=O)[O-])N1CCCC1 is entered as -15.4, 0.4, -1.8, 0.1, 0.8, 1.1, -3.1, 4.7, 9.1
Cc1ccc(S(=O)(=O)NCCC(=O)NNC(=O)c2ccccc2Cl)cc1C is entered as ., -3.1, -0.3, -3.2, -0.5, ., 3.3, 4.3, -9.0

More compounds:
mol | Rv3671c inh | FadD28 FP inh | Mtb BioA inh | Mtb FBA inh | MazF activator | Mtb UGM inh | PrPC TRFRET | GDH-TPI inh | BoNT F protease
Cc1c(C(=O)OCC(=O)Nc2ccc(C(N)=O)cc2)cccc1[N+](=O)[O-] | 6.3 | -4.4 | . | -4.0 | 0.4 | -1.6 | -0.5 | 6.5 | -0.2
CCNC(=O)COC(=O)c1cc(=O)[nH]c2ccccc12 | 6.9 | -3.0 | 1.2 | 6.0 | 2.5 | -1.3 | -4.6 | -4.8 | -5.5
CC(=O)N1CCN(S(=O)(=O)c2cccc(C(=O)NNC(=O)COc3ccc(Cl)cc3C)c2)CC1 | 7.2 | -3.5 | 0.8 | -1.7 | 3.3 | 3.1 | . | 2.5 | -11.0
O=C(N/N=C/c1cc(Br)ccc1O)C(c1ccncc1)N1CCOCC1 (stereo not given) | 4.7 | -0.6 | -3.3 | 3.3 | 4.1 | 1.8 | 8.5 | 9.7 | -16.0
CC12CCCCN1CCCc1c2[nH]c2ccccc12 (stereo not given) | 3.9 | -2.5 | 0.3 | 0.4 | 3.2 | 1.1 | -19.4 | -3.2 | -44.0
O=C(Nc1ccc(N2CCN(C(=O)c3ccccc3)CC2)c(Cl)c1)c1ncn[nH]1 | -7.2 | -13.7 | 0.5 | 1.8 | 2.2 | -0.7 | 11.2 | 8.8 | -3.5
CCOc1cc(/C=N/NC(=O)c2ccccn2)ccc1OC(=O)c1cccs1 | -12.4 | -0.9 | 0.7 | 0.0 | 5.7 | 0.7 | -4.3 | 10.0 | -1.1
COC1OCC(O)C(OC(=O)c2ccccc2)C1OC(=O)c1ccccc1 (stereo not given) | . | -2.7 | 3.4 | -0.9 | 3.0 | . | 8.4 | 2.6 | -7.5
COc1ccc(C(=O)OCC(=O)NC(C)CCc2ccccc2)cc1OC (stereo not given) | 2.1 | -0.9 | -0.3 | 0.3 | 2.4 | 0.2 | 2.9 | -1.3 | 16.2
CCc1ccc(OCCn2ccnc2)cc1 | -6.5 | -4.5 | 0.7 | -0.4 | -2.7 | -3.5 | -7.4 | -10.8 | -3.3
COc1ccc(CCN(Cc2cccs2)S(=O)(=O)c2ccc(-n3cnnn3)cc2)cc1OC | 2.2 | -3.0 | -0.1 | 4.3 | -0.5 | 0.9 | -2.3 | -2.9 | 1.9
CCCC(=O)Nc1ccc(C(=O)NNC(=O)c2cccs2)cc1 | 0.7 | -3.7 | -1.6 | -7.8 | 3.0 | -0.1 | . | -1.9 | 3.4
CC(=O)Nc1cccc(Oc2ncnc3scc(-c4ccccc4)c23)c1 | -11.8 | -8.3 | 2.3 | -0.6 | -2.2 | 0.4 | 0.2 | -5.7 | 0.8
COC(=O)c1ccccc1NC(=O)N1CCN(c2ccc(OC)cc2)CC1 | 6.6 | -4.6 | . | 1.2 | -0.3 | -1.3 | 1.1 | -6.8 | 0.2
C/C=C(\C)C(=O)NCCN1C2=NC[C@H](Cc3ccc(O)cc3)N2C[C@H]1Cc1ccc(O)cc1 | 4.3 | -0.6 | -0.4 | 4.0 | 9.0 | 3.8 | 3.6 | 14.7 | -10.2
C=CCc1c(C)[nH]c2ccc(C)cc2c1=O | -4.7 | -2.3 | -0.4 | -7.0 | -3.0 | 0.1 | -3.4 | -4.9 | -1.9
N#Cc1c(N)nc2c(c1-c1ccc(F)cc1)c(=O)nc1sccn12 | 7.7 | -7.5 | 1.0 | -0.7 | 4.0 | 0.5 | 1.2 | 6.3 | -2.8
COc1ccc(C(=O)NNC(=O)Cn2nnc(-c3ccc(OC)c(OC)c3)n2)cc1 | 4.8 | -1.2 | . | -1.2 | -6.7 | 2.9 | 4.8 | 4.0 | 3.6
Cc1cccc(C2=NN(c3ccc(Br)cc3)[C@@H](C(=O)N3CCOC3=O)[C@@H]2C)c1 | . | 0.7 | 0.3 | 19.0 | -2.3 | . | 4.9 | 8.2 | -5.0
Cc1ccc(Nc2ccc([N+](=O)[O-])ccc2=O)cc1 | 3.5 | -1.1 | . | -5.8 | 49.8 | 1.9 | -12.6 | 17.0 | ?

Going on with the list.
mol | Rv3671c inh | FadD28 FP inh | Mtb BioA inh | Mtb FBA inh | MazF activator | Mtb UGM inh | PrPC TRFRET | GDH-TPI inh | BoNT F protease
CSc1ccc(S(=O)(=O)NCC(=O)OCC(=O)NCCc2ccccc2)cc1[N+](=O)[O-] | 6.8 | -0.3 | -0.7 | 1.1 | 4.8 | 2.1 | -12.3 | -6.0 | ?
COCCn1c(CCC(=O)O)ccc1-c1cccs1 | 12.2 | -1.0 | . | 19.1 | -3.1 | 1.5 | 5.2 | 10.5 | -1.2
Fc1ccc(NC(=S)NC23CN4CN(CN(C4)C2)C3)cc1 | 5.5 | -2.9 | 0.2 | -1.1 | 4.6 | -1.2 | -2.7 | 2.2 | 1.0
Cc1cc(NC(=O)c2cc(-c3ccc4c(c3)OCO4)on2)n(-c2ccccc2)n1 | -1.4 | -2.1 | 1.2 | 2.1 | -33.1 | -1.8 | -0.3 | 12.9 | -7.3
Cc1nn(-c2ccccc2)c(=S)c2ccccc12 | 3.4 | -2.1 | . | -0.7 | -3.1 | -0.1 | 3.0 | 3.5 | 0.9
CCC(C(=O)NCc1ccco1)n1nc(C)n2c(cc3occc32)c1=O (stereo not given) | 9.7 | -1.1 | 1.7 | 0.4 | 1.1 | 1.3 | 3.5 | -3.4 | 8.1
Nc1ccc[n+](CC(=O)c2ccccc2)c1 | -4.7 | -2.2 | -0.5 | 6.1 | 8.7 | 0.6 | 4.5 | 15.4 | -26.5
COc1cc(OC)c(C(=O)O/N=C(\N)c2ccc(C)cc2)cc1OC | -21.8 | -4.7 | 3.5 | -0.1 | 1.5 | 0.9 | -3.2 | -6.9 | -8.1
Cc1ccc(C)c(C(=O)Nc2ccncc2)c1 | 2.0 | 0.2 | 0.6 | -1.1 | 12.0 | 1.0 | 1.3 | -0.5 | -15.2
CCNC(=O)NC(=O)CSc1nnc(-c2c[nH]c3ccccc23)o1 | -6.9 | -3.8 | 0.3 | 1.9 | -21.4 | 1.4 | -7.8 | 8.2 | 18.0
COc1ccc(/C=N/OC/C(O)=C(\C#N)c2nc3ccccc3[nH]2)cc1 | -3.3 | -3.9 | 0.4 | -4.6 | 7.4 | -0.2 | -4.4 | 17.8 | 0.7
CCc1ccc(OCC(=O)NC(NC(=S)Nc2ccc(Cl)cc2)C(Cl)(Cl)Cl)cc1 (stereo not given) | -34.8 | -2.9 | . | -4.6 | 24.1 | 3.7 | -2.7 | 15.5 | 2.4
CC(=O)c1ccccc1OCCCN1CCCCC1 | -1.9 | -0.2 | -0.9 | 3.6 | -0.9 | 1.6 | -7.0 | 8.4 | -4.4
COc1ccnc(N=CNOCc2ccc(Cl)cc2)c1C#N | 1.9 | -3.1 | -0.3 | -0.5 | 5.5 | -0.3 | 2.3 | -10.1 | 2.9
Cc1cc2ccccc2n1CCNC(=O)c1ccc(Br)o1 | -10.2 | -3.5 | -0.5 | -1.4 | -29.3 | -0.3 | 19.6 | -1.0 | -145.1
Cc1ccc(CNC(=O)CNC(=O)c2ccc(Br)o2)cc1 | 9.1 | -2.2 | -5.8 | 5.8 | 1.0 | -1.7 | 2.7 | 3.2 | 2.8
O=C(CSc1ncccc1C(=O)O)c1ccccc1F | -2.3 | -2.4 | . | 4.1 | -22.2 | -1.2 | 3.4 | 12.4 | -6.4
CC1(Cc2ccc(OC(F)(F)F)cc2)C(=O)Nc2c(Cl)ccc(Cl)c21 (stereo not given) | . | -4.0 | 0.2 | -3.7 | . | . | 8.2 | 6.2 | -3.4

Screening data deposited in PubChem by several laboratories.
